# MPTP inh: inhibitors of mitochondrial permeability transition pore | inhibition, % at 10 µM | isolated mouse mitochondria, Ca2+ swelling absorbance, 30 min | AID 602449 | hit rate 1.4% among 360,000;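 active = inhibition of 50% or more, scaled per plate between neutral and stimulator controls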;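 also: 0% = DMSO wells given calcium and 100% = 1 mM EGTA wells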
# NR3A LBD binder: modulates the human NR3A ligand-binding domain; NR3A LBD differential scanning fluorimetry, Tm shift; 0% = protein alone, 100% = glycine-bound protein; hit rate 2.5% among 340,000; AID 1259313; Tm shift relative to glycine control, % at 25 µM;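 active = melting temperature shift of at least 10% of the positive control shift, at one fixed dose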
# Active calls of the source: *. Not all compounds are listed; count on the stated rates, not on these rows.
SMILES,MPTP inh,NR3A LBD binder
Cc1ccc(NCC2(N=Cc3ccccc3)OC(CO)C(O)C2O)cc1 (stereo unspecified),-0.9,0
Cc1ccc(S(=O)(=O)N(C)CCN(C)S(=O)(=O)c2ccc(C)cc2)cc1,0.2,1
CC(C)C[C@@H](CNCC(=O)[C@H](CC(=O)O)NC(=O)c1[nH]cnc1C(=O)N[C@H](CN)CC(C)C)NC(=O)c1nc[nH]c1C(=O)N[C@@H](Cc1ccccc1)C(=O)O,-0.6,0
COC1C(CO)OC(n2cnc3c(=S)nc(N)[nH]c32)C1O (stereo unspecified),-1.0,-1
O=C1NC(=O)C2(C=C(c3ccccc3)C(O)(c3ccccc3)C2)N1 (stereo unspecified),-1.6,0
CSCCC(NC(=O)c1ccc(Cl)cc1Cl)C(=O)NCC(c1cccs1)N(C)C (stereo unspecified),-0.1,-1
C=C(C)CNC(=O)c1ccc(OC2CCN(C(=O)COC)CC2)cc1,0.8,-2
O=C(CCCc1ccccn1)c1cccc2ccccc12,0.2,0
CCOC(=O)CC1=CCc2c1ccc(OC)c2OC,0.5,0
CCCCN1CC(COCc2ccccc2)OCCS1(=O)=O (stereo unspecified),2.0,0
C=CC(=O)Nc1ccc(Nc2ccnc(Nc3ccc(N4CCN(C)CC4)cc3)n2)cc1,1.6,-71
CCc1ccc(-c2nc(CSCC(=O)NCc3ccco3)c(C)o2)cc1,6.9,0
Cc1cc2cc3c(=O)[nH]c(=O)nc-3n(CC(O)C(O)C(O)CO)c2cc1C (stereo unspecified),0.1,0
O=C(CC(=O)NN=Cc1ccc2c(c1)CCC2)NN=Cc1ccc2c(c1)CCC2,1.3,-15
Cc1cnc(C=NNC(N)=S)c2cccc(N)c12,1.3,-3
CC(C)(C)OC(=O)N(CCc1ccccc1)Cc1ccc(OCc2cccc(NC(=O)/C=C/c3ccccc3)c2)cc1,1.0,1
CC(=O)N(/N=C1\Sc2ccccc2C1=O)c1ccccc1,2.4,-7
COc1ccc(/C=C/C(=O)NCCCN2CCOCC2)cc1,-1.1,0
CC(Oc1ccccc1Cl)C(=O)Nc1ccc(S(=O)(=O)N2CCN(C)CC2)cc1 (stereo unspecified),-0.6,-4
N#C/C(=C/c1ccc(OC(=O)c2ccc(Br)s2)cc1)c1nc2ccccc2[nH]1,0.4,3
N#CCc1ccc(NS(=O)(=O)c2ccc(C3CCCCC3)cc2)cc1,82*,-4
C=C1CCC[C@]2(C)C[C@H]3OC(=O)C(CN[C@@H](C)c4ccccc4)[C@H]3CC12 (stereo partly specified),0.8,0
Cc1ccc(NC(=O)c2ccc(Br)o2)c([N+](=O)[O-])c1,-0.7,-2
O=C(O)CCC(=O)OCCN(Cc1ccc(Oc2ccc([N+](=O)[O-])cc2)cc1)C(=O)C(Cl)Cl,-1.6,-1
N=c1ccn(O)cc1CCc1ccccc1,-1.3,2
CC(C)CN(C(=O)COC(=O)c1ccccc1SCC(=O)N1CCCC1)C1CCS(=O)(=O)C1 (stereo unspecified),0.0,0
CN(C(=O)c1cccc(NC(=O)Cc2cccc(NC(=O)C3CCN(C(=O)C4CCCC4)CC3)c2)c1)C1CC1,0.0,-3
O=C1C=C(NCC2CCCO2)CC(c2ccccc2)C1 (stereo unspecified),-1.2,1
Oc1[nH]c2ccccc2c1C=Nc1ccc2c(c1)OCCO2,0.5,0
CN(C(=O)C=Cc1ccccc1)c1ccccc1,0.5,-4
CCOC(=O)c1ccc(S(=O)(=O)N2CCC(C(=O)N3CCN(c4ccccc4OC)CC3)CC2)cc1,0.2,-1
O=C(/C=C/c1cn(-c2ccccc2)nc1-c1cccnc1)N1CCCC1,-0.1,-3
c1ccc(-c2ccncn2)cc1,-1.7,-1
COc1ccc(-c2cc(-c3ccccc3)nc(N)n2)c(O)c1,0.3,-30
COc1ccccc1C(=O)C(=O)c1ccccc1OC,-0.6,-2
Cc1cc(=O)[nH]c(NN=Cc2c(Cl)cccc2Cl)n1,-1.6,1
Nc1nc(Cl)nc2c1ncn2C1OCC(O)C(O)C1O (stereo unspecified),-3.4,1
CCc1c(C2(O)CCCCC2)[nH]c2c(C(=O)OC)cc(Cl)cc12,0.1,-14
COC1=C(OC)C(=O)C(Sc2ccc3ccccc3c2)=CC1=O,11,-8
Cc1onc(-c2ccccc2)c1C(=O)NNC(=S)NC(=O)c1ccc(Br)cc1,68*,-5
N#Cc1ccc(-c2cn3c(n2)SCC3)cc1,0.4,0
COc1ccc(NC(=O)CN(C)C(=O)C2CC(=O)N(CCc3ccc(OC)c(OC)c3)C2)cc1 (stereo unspecified),-2.0,1
O=[N+]([O-])c1ccc(COc2cccc(CN3CCOCC3)c2)cc1,0.7,-2
O=C(c1ccc(-c2ccccc2)cc1)N1CCN(c2nc3ccccc3o2)CC1,3.7,-3
O=C(Cc1cccs1)Nc1cccc(-c2nc3cc4ccccc4cc3[nH]2)c1,90*,28*
CCCN1C(=O)/C(=C/c2c(NCCCOCC)nc3c(C)cccn3c2=O)SC1=S,1.2,0
CCOc1ccc(/C(O)=C2\C(=O)C(=O)N(CCN(C)C)C2c2cc(OC)ccc2OC)cc1Cl (stereo unspecified),-0.9,2
CN(CCN1CCc2ccccc2C1)Cc1nc(Cc2ccccc2F)no1,-0.6,0
COC(=O)C1=C(C(=O)OC)C(C(=O)OC)C(C(=O)OC)C(C(=O)OC)(C(=O)OC)C(C(=O)OC)=C1C(=O)OC (stereo unspecified),-2.7,1
Fc1ccc2nc(C(F)(F)F)cc(N3CCOCC3)c2c1,0.4,-2
Cc1ccc(S(=O)(=O)/N=C2\C=C(NS(=O)(=O)c3ccccc3)C(=O)c3ccccc32)c(C)c1,46,-4
Nc1ccccc1N=c1ssnc1Cl,0.4,-1
Oc1ccc(N=Nc2cccc(Cl)c2)cc1C=Nc1ccc(N2CCOCC2)cc1,32,-1
Cc1oc2c(c1C(=O)c1ccc(Cl)cc1)C(=O)C(=O)c1ccccc1-2,0.4,-5
CN(Cc1ccccc1)C(=O)c1ccc(NC(=O)Cc2ccc(NC(=O)C3CCCN(C(=O)C4CCCC4)C3)cc2)cc1 (stereo unspecified),3.1,0
O=C(Cc1ccc(NC(=O)C2CCN(C(=O)CCc3ccccc3)CC2)cc1)Nc1ccc(C(=O)N2CCOCC2)cc1,-2.2,-3
Nc1ccc2cccc(O)c2c1,2.8,-1
O=C(C(=Cc1ccccc1)CN1CCCCC1)c1ccccc1,-1.5,-6
O=C(CN1CCN(S(=O)(=O)c2ccc(F)c(Cl)c2)CC1)N1CCc2ccccc2C1,-1.1,0
O=C1C(CN2CCCC2)CCCC1CN1CCCC1 (stereo unspecified),-0.8,-4
# More compounds follow.
SMILES,MPTP inh,NR3A LBD binder
O=C1CSC(c2ccccc2)N1Cc1ccccn1 (stereo unspecified),2.6,-1
COc1cc(O)c(C=Nc2ccccc2NS(=O)(=O)c2ccc(C)cc2)c(OC)c1,1.8,-3
COc1cc2[nH]c(O)c(C=O)c2cc1OC,-1.2,-12
O=C(NCCN1CCN(c2ccccc2)CC1)C1CCN(S(=O)(=O)N2CCOCC2)CC1,2.0,-3
COc1cc(CCc2ccccc2)c(C(=O)O)c(O)c1CC=C(C)C,93*,-4
COC(=O)[C@]1(Cc2ccccc2)N[C@H](c2ccc(-c3cccc(Cl)c3)c(OC)c2)[C@@H]2C(=O)N(C)C(=O)[C@@H]21,1.3,-5
S=c1[nH]cnc2sc(Nc3ccccc3)nc12,-3.0,-8
C[C@H](O)[C@@H]1C(=O)N2CCc3ccc(N4CCN(C)CC4)cc3[C@@H]2C[C@@H]1N(C)C(=O)NC1CCCCC1,0.6,-2
CCOC(=O)c1sc(NC(=O)C(CC)Sc2nnc3c4ccccc4n(C(C)C)c3n2)nc1C (stereo unspecified),1.5,-1
O=C(COC(=O)c1c2c(nc3ccccc13)/C(=C\c1ccco1)CC2)NC1CCCC1,1.3,-6
CCC(C)c1c(NS(=O)(=O)c2ccc(C)cc2)o[nH]c1=O (stereo unspecified),0.0,-1
NC1=NN(c2c(Cl)cc(Cl)cc2Cl)C(=O)C1,-1.4,0
O=C(c1ccccc1)C1(c2ccccc2)OC1c1ccccc1 (stereo unspecified),1.1,-2
CCOC(=O)N1CCC2CC1c1cc(-c3cccc(OC)c3)ccc12 (stereo unspecified),-0.1,-3
CCOC(=O)c1ccc2[nH]c(C)c(CN3CCN(C)CC3)c(=O)c2c1,-1.4,-3
CCOc1ccccc1N(CC(=O)NCC1CCCO1)C(=O)CCC(=O)Nc1ccccn1 (stereo unspecified),-1.1,1
CC(=O)c1ccc(OCC(O)CN2CCN(S(=O)(=O)c3c(C)cc(C)cc3C)CC2)cc1 (stereo unspecified),-1.5,1
CCN(CC)S(=O)(=O)c1ccc(N2CCN(C)CC2)c(NC(=O)CN2C(=O)NC3(CCCCC3)C2=O)c1,0.2,-1
O=C1C[C@@H]2c3c(cccc3CN1Cc1ccccc1F)C[C@@H](O)[C@H]2O,-1.2,-2
CC(C)OC(=O)c1ccc(NCc2cc(O)ccc2O)cc1,0.4,-2

# Whole records, looked up by structure:
# O=C(c1ccccc1)C1(c2ccccc2)OC1c1ccccc1 (stereo unspecified) across the screens: MPTP inh = 1.1; NR3A LBD binder = -2
# S=c1[nH]cnc2sc(Nc3ccccc3)nc12 across the screens: MPTP inh = -3.0; NR3A LBD binder = -8

# Continued:
SMILES,MPTP inh,NR3A LBD binder
COc1ccccc1NC(=O)CN1CCN(S(=O)(=O)c2ccc(Br)cc2)CC1,-3.0,24*
CC(C)Cn1cnc2c(SCc3ccccc3Cl)nc(N)nc21,-0.1,-2
CC1(c2ccccc2)NC(=O)N(CC(=O)N2CCN(S(=O)(=O)c3cccc(C(F)(F)F)c3)CC2)C1=O (stereo unspecified),0.2,0
CC(c1ccccc1)C(OC(=O)c1cccc([N+](=O)[O-])c1C(=O)O)c1ccccc1 (stereo unspecified),0.7,0
Cc1cc2nc(-c3ccc[nH]c3=O)n(Cc3ccccc3F)c2cc1C,0.2,-4
Cn1cnc([N+](=O)[O-])c1S(=O)(=O)Oc1ccccc1,-2.5,0
Cc1ccc(S(=O)(=O)Cc2ccc(C(=O)N3CCN(c4cc(C)ccc4C)CC3)o2)cc1,4.3,5
CCCCOP(=O)(OCCCC)C1(C)CC(=O)CC(C)(C)C1 (stereo unspecified),0.9,-1
O=C(NNc1ccccc1)C(=O)NNc1ccccc1,-0.2,-12
CCCc1c(C)[nH]c2ccc(C(=O)O)cc2c1=S,2.2,0
Cc1nn(-c2ccccc2)c2c1CC(=O)Nc1ccccc1-2,0.8,0
O=C1CCCCC1(O)Cc1ccc2c(c1)OCO2 (stereo unspecified),-0.6,0
COc1ccccc1-c1cccc([C@@H]2C[C@H]3[C@H](CON3C)CN2Cc2ccccc2)c1,-0.1,1
COc1cc(/C=C2\C(=O)N(c3ccccc3)N=C2C)ccc1Oc1ccc([N+](=O)[O-])cc1[N+](=O)[O-],88*,-4
CCn1c(C)cc(C=C2C(=O)c3ccccc3C2=O)c1C,1.8,0
O=S(=O)(Nc1ccc(Cl)cc1NS(=O)(=O)c1ccccc1)c1ccccc1,89*,-9
S=c1[nH]nc(-c2ccco2)n1/N=C/c1ccc(Cl)cc1,2.5,-9
CN1OC[C@@H]2CN(C(=O)CCc3ccccc3)[C@H](c3cccc(-c4ccccc4)c3)C[C@@H]21,-0.1,-2
COc1cc(C(=O)Nc2cc(S(=O)(=O)N3CCOCC3)ccc2N2CCN(C)CC2)cc(OC)c1OC,-0.2,0
COc1cc(/C=C(\C#N)c2nc3ccc(C)cc3[nH]2)cc([N+](=O)[O-])c1O,2.7,3

# Two compounds drawn at random from those above:
SMILES,MPTP inh,NR3A LBD binder
S=c1[nH]nc(-c2ccco2)n1/N=C/c1ccc(Cl)cc1,2.5,-9
CN1OC[C@@H]2CN(C(=O)CCc3ccccc3)[C@H](c3cccc(-c4ccccc4)c3)C[C@@H]21,-0.1,-2

# New compounds follow.
SMILES,MPTP inh,NR3A LBD binder
Cc1cc2c(cc1C)C(=O)C(=O)N2,0.3,0
CCOC(=O)c1n[nH]n2c1nc(=S)c1ccccc12,-0.8,4
COc1ccc(CCNCc2ccc(-c3ccccc3)cc2)cc1OC,12,0
CC(C)C(=O)Nc1ccc(COc2ccccc2CN(Cc2ccccc2)C(=O)OC(C)(C)C)cc1,0.1,-1
Nc1ncnc2c1ncn2-c1ccccc1Cl,-0.9,0
O=C1CCC[C@@H]2[C@H](Cc3ccccc3)[C@@H](O)C[C@@H]3CCN1[C@@H]32,-1.5,-3
Cc1ccc(Nc2nnc(SCC(O)=C(C#N)c3nc4ccccc4[nH]3)s2)c(C)c1,-0.6,0
O=c1[nH]c2ccc([N+](=O)[O-])cc2[nH]1,0.2,-3

# Printed as active in MPTP inh, among the entries above:
SMILES,MPTP inh,NR3A LBD binder
N#CCc1ccc(NS(=O)(=O)c2ccc(C3CCCCC3)cc2)cc1,82*,-4
Cc1onc(-c2ccccc2)c1C(=O)NNC(=S)NC(=O)c1ccc(Br)cc1,68*,-5
O=C(Cc1cccs1)Nc1cccc(-c2nc3cc4ccccc4cc3[nH]2)c1,90*,28*
COc1cc(CCc2ccccc2)c(C(=O)O)c(O)c1CC=C(C)C,93*,-4
COc1cc(/C=C2\C(=O)N(c3ccccc3)N=C2C)ccc1Oc1ccc([N+](=O)[O-])cc1[N+](=O)[O-],88*,-4
O=S(=O)(Nc1ccc(Cl)cc1NS(=O)(=O)c1ccccc1)c1ccccc1,89*,-9

# Source: PubChem (Sanford-Burnham Center for Chemical Genomics)
